# Bioassay records (PubChem)
# Mtb RmlCD inh = inhibitors of Mycobacterium tuberculosis RmlC and RmlD coupled enzymes | P9WH09+P9WH11 | RmlC+RmlD coupled enzyme assay, percent inhibition; primary screen in compound mixtures | inhibition, % at 3.6 µM | 160,000 compounds, 0.03% hits; in the data active means inhibition mostly above about 34%, no sharp cut-off; further: some results filed as inactive read as strong as hits
# Target sequence (P9WH09 whole entry, looked up): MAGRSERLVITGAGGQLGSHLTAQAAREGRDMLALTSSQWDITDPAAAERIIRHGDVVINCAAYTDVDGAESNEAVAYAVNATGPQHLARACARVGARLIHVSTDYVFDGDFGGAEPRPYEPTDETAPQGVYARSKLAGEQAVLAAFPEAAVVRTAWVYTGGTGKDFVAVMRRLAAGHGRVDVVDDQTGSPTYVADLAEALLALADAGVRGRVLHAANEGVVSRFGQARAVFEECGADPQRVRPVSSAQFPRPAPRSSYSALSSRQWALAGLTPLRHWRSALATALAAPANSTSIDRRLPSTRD
# Target sequence (P9WH11 whole entry, looked up): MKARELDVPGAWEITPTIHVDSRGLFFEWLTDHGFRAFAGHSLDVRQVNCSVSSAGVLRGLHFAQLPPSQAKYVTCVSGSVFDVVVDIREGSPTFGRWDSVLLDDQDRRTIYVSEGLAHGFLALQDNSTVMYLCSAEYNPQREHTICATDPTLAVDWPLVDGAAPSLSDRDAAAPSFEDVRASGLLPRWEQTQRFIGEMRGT
# GlmU inhibition = inhibition of mycobacterial GlmU enzyme – biochemical, glucosamine-1-phosphate acetyltransferase (AID 1376). M. tuberculosis GlmU acetyltransferase enzyme assay; higher % means a stronger effect. inhibition, %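 (tested at 30 µM in the primary screen)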; hits with a dose series show IC50 in µM. 220,000 compounds, 0.25% hits; in the data active means inhibition above about 13%;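 further: 0% = complete reaction with vehicle and 100% = reaction without substrate; strong numbers were not always called active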
# * = called active by the depositor; . = no result given.
SMILES,Mtb RmlCD inh,GlmU inhibition
COc1ccc2[nH]c(C(=O)Nc3ccccc3Cl)cc2c1,0,3.8%
O=C(CSCc1ccccc1)N1CCN(C(=O)c2ccco2)CC1,.,4.8%
NS(=O)(=O)c1ccc(CCNC(=O)c2ccco2)cc1,-9,-2.3%
COc1ccc(NC(=O)C2CCC(CNS(=O)(=O)c3cccs3)CC2)cc1OC (stereo unspecified),8,-6.6%
CCN(CC)c1ccc(/C=C(\C#N)C(=O)NCc2ccco2)cc1,-1,3.1%
CCOC(=O)C(=O)/C(=C\N(C)C)c1onc(-c2ccccc2Cl)c1C(=O)OC,-4,0.5%
CSc1cccc(NS(=O)(=O)c2ccc3c(c2)oc(=O)n3C)c1,0,1.5%
CC1(C)CC(=O)C(C2C3=C(CC(C)(C)CC3=O)Oc3ccc4ccccc4c32)C(=O)C1 (stereo unspecified),-1,-0.6%
CS/C(=N/S(=O)(=O)c1ccc(C)cc1)c1ccccc1,-2,-3.1%
CCOc1ccc(N)cc1OC,14,-4.5%
CCOC(=O)C1=NNC2C(=O)N(Cc3ccccc3)C(=O)C12 (stereo unspecified),105,2.3%
CN(C)c1ccc(-c2noc(-c3ccccc3O)n2)cc1,8,-2.1%
O=C(O)c1cc(=O)[nH]c2c(Cl)cccc12,.,0.3%
O=C(Oc1ccccc1C(=O)N1CCOCC1)c1cccc(Br)c1,.,3.0%
Cc1nc(-c2ccc(Cl)cc2)sc1C1(C)CC(c2ccccc2)=NO1 (stereo unspecified),.,-4.0%
Cc1ccc([N+](=O)[O-])cc1Nc1nc(N2CCOCC2)nc(N2CCOCC2)n1,9,5.0%
COCCCNC(=O)c1c(NC(=O)C2COc3ccccc3O2)sc2c1CCCC2 (stereo unspecified),6,1.4%
Cc1ccc(NS(=O)(=O)c2cc(C(=O)O)ccc2Cl)c(C)c1,.,1.8%
Cc1ccccc1Cn1c(=O)[nH]c2ccccc21,.,0.6%
CN(Cc1ccccc1)c1ncc(C=O)s1,-9,-3.9%
c1ccc(-c2nn3c(Cn4cnc5ccccc54)nnc3s2)cc1,.,7.4%
CN(C)S(=O)(=O)c1cccn1-c1ncc(C(F)(F)F)cc1Cl,-3,5.7%
O=C(CN(C(=O)c1cccc([N+](=O)[O-])c1)C1CCCCC1)Nc1ccc(Cl)c([N+](=O)[O-])c1,7,0.2%
CCN(CC)C(=O)Cn1c(=O)n(CCCC(=O)NCc2ccccc2)c(=O)c2sccc21,4,-6.5%
CC1CCc2c(sc(/N=C/c3cccnc3)c2C(N)=O)C1 (stereo unspecified),-9,8.3%

# Next records follow.
SMILES,Mtb RmlCD inh,GlmU inhibition
CCc1nc2ccc(N3CCN(C)CC3)cc2nc1CC,3,-4.6%
CCOc1ccc(-n2c(Cc3cc(=O)[nH]c(=O)[nH]3)nnc2SCC(=O)OC)cc1,-8,-3.9%
CC1=C(C(=O)N2CCCC(CCC(=O)NCc3ccccc3F)C2)OCCO1 (stereo unspecified),-13,1.4%
CC(C)(C)NC(=O)CCc1nnc(Cc2c[nH]c3ccccc23)o1,4,6.8%
CC1COc2ccccc2N1S(=O)(=O)c1ccccc1 (stereo unspecified),.,-0.8%
C[C@]12CC[C@@H]3c4ccc(O)cc4CC[C@H]3[C@@H]1CC[C@@H]2OC(=O)CCC(=O)O,.,6.0%
C=CCn1c(SCC(=O)OC)nc2sc3c(c2c1=O)CCN(C)C3,12,-1.8%
COc1cc(/C=N\NC(=O)c2ccc(Cn3nc([N+](=O)[O-])c(Cl)c3C)o2)ccc1O,.,-2.4%
COc1ccc(NC(=O)C(c2cc3c(cc2[N+](=O)[O-])OCO3)N2CCN(C=O)CC2)cc1 (stereo unspecified),.,3.2%
Cc1noc(C)c1COC(=O)c1ccc(F)c(S(=O)(=O)N2CCCCC2)c1,0,-1.2%
CCOC(=O)c1sc(=NC(=O)c2ccccc2)n(C)c1C,-8,4.5%
C=CCn1c(C(C)(C)C)nc2ccccc21,-13,0.1%
COc1ccc(NC(=O)c2oc3cc(C)c(C)cc3c2C)c(OC)c1,.,3.9%
CC(CCc1ccccc1)NC(=O)CSc1ccccc1 (stereo unspecified),-13,1.2%
CC(C)CCn1nnnc1C(c1ccc(F)cc1)N1CCN(C(=O)c2ccco2)CC1 (stereo unspecified),.,-3.3%
Cc1csc(SCC(=O)NC(C)c2ccc(F)cc2)n1 (stereo unspecified),32,0.9%
CCOC(=O)N1CCN(C(=O)C2CCN(S(=O)(=O)c3ccc(OC)cc3)CC2)CC1,-19,-2.9%
O=C(CNS(=O)(=O)/C=C/c1ccccc1)OC1CCOC1=O (stereo unspecified),.,-1.3%
COc1ccccc1-c1nnc(SCCN2CCOCC2)n1-c1ccc(C)cc1,.,1.7%
O=C(C1=C[C@@H](c2ccc(Br)cc2)C[C@@H](OCCCCO)O1)N1CCN(Cc2ccccc2)CC1,.,0.6%
CSc1nc2sc3c(c2c2nnnn12)CCCC3,-10,2.3%
COc1cccc(C2=CC(c3cc(OC)ccc3OC)n3nnnc3N2)c1 (stereo unspecified),66,.
C/C(=N\OC(=O)c1ccc(F)cc1)c1nccs1,14,-1.3%
COc1cccc2sc(NN)nc12,-10,2.6%
Nc1cc(C(=O)c2ccccc2)ccc1N1CCOCC1,.,5.6%

# Further compounds.
SMILES,Mtb RmlCD inh,GlmU inhibition
Cc1ccccc1NC(=O)c1ccccc1,2,1.3%
CCc1c(C)nc2ncnn2c1N1CCCC(C(=O)NCCc2ccccc2)C1 (stereo unspecified),8,3.0%
Cc1cc(C)cc(N(C(=O)c2csnn2)C(C(=O)NC(C)(C)C)c2cccs2)c1 (stereo unspecified),39,1.2%
O=C(CNc1cccc(C(F)(F)F)c1)N/N=C/c1cccc(Br)c1,-9,-0.2%
Cc1ccc2cc(C=O)c(Cl)nc2c1,11,3.4%
CCOC(=O)c1ccc(NC(=O)c2ccccc2C)cc1,1,7.8%
Cc1cccc(-n2c(C)n[nH]c2=S)c1C,4,-3.8%
COc1ccc(C(=O)NC2CCN(C(=S)NCc3ccco3)CC2)cc1,2,2.6%
CCOC(=O)C(NC(C)=O)(Nc1ccc(S(=O)(=O)Nc2ccncn2)cc1)C(F)(F)F (stereo unspecified),.,-2.8%
CN(C)C(=O)COC(=O)/C=C/c1ccccc1[N+](=O)[O-],.,-0.4%
CC1(C)Cc2nc3sc4c(N5CCCC5)nnnc4c3cc2CO1,-8,6.9%
COc1ccc(Cn2c(O)c(C=Nc3ccccc3)c3ccccc3c2=O)cc1,.,1.0%
O=C(/C=C/c1ccccc1)N(Cc1cccc(Cl)c1)C1CCS(=O)(=O)C1 (stereo unspecified),.,9.6%
Cc1cc(C(=O)NCc2cccnc2)no1,2,6.0%
CCN(CC)CCOc1nc(C)nc2c1oc1ccccc12,-3,-4.9%
COc1cccc(-n2c(SC)nnc2-c2cnccn2)c1,10,1.4%
C=CCN1C(=O)C(CC(=O)Nc2ccc(OCC)cc2)N(Cc2ccccn2)C1=S (stereo unspecified),3,8.4%
CC(=O)[C@@H]1[C@@H]2C(=O)N(c3ccc(F)c(Cl)c3)C(=O)[C@@H]2C2c3ccccc3C=CN21 (stereo partly specified),.,-3.1%
Cc1ccc(/C=N/OC(=O)c2c(C)noc2-c2snnc2C)cc1,39,0.4%
O=c1c(-c2ccc3c(c2)OCCO3)c(C(F)(F)F)oc2cc(O)cc(O)c12,8,3.6%
Cc1cc(N2CCCC2=O)cc(C)c1S(=O)(=O)NCCOc1ccc(C(C)(C)C)cc1,.,-5.0%
Cc1ccccc1NC(=O)c1c(F)c(F)c(F)c(F)c1F,-18,-2.6%
CCCCNC(=O)CSc1nc(COc2ccccc2)nc2ccccc12,-1,-4.0%
Nc1ccccc1Nc1ccccc1,-3,4.1%
Cc1cc(=O)[nH]c(SCC(=O)Nc2ccc(F)c([N+](=O)[O-])c2)n1,7,-2.4%

# For reference, part of the list above.
SMILES,Mtb RmlCD inh,GlmU inhibition
Cc1ccccc1NC(=O)c1ccccc1,2,1.3%
CCc1c(C)nc2ncnn2c1N1CCCC(C(=O)NCCc2ccccc2)C1 (stereo unspecified),8,3.0%
Cc1cc(C)cc(N(C(=O)c2csnn2)C(C(=O)NC(C)(C)C)c2cccs2)c1 (stereo unspecified),39,1.2%
O=C(CNc1cccc(C(F)(F)F)c1)N/N=C/c1cccc(Br)c1,-9,-0.2%
Cc1ccc2cc(C=O)c(Cl)nc2c1,11,3.4%
CCOC(=O)c1ccc(NC(=O)c2ccccc2C)cc1,1,7.8%
Cc1cccc(-n2c(C)n[nH]c2=S)c1C,4,-3.8%
COc1ccc(C(=O)NC2CCN(C(=S)NCc3ccco3)CC2)cc1,2,2.6%
CCOC(=O)C(NC(C)=O)(Nc1ccc(S(=O)(=O)Nc2ccncn2)cc1)C(F)(F)F (stereo unspecified),.,-2.8%
CN(C)C(=O)COC(=O)/C=C/c1ccccc1[N+](=O)[O-],.,-0.4%
CC1(C)Cc2nc3sc4c(N5CCCC5)nnnc4c3cc2CO1,-8,6.9%
COc1ccc(Cn2c(O)c(C=Nc3ccccc3)c3ccccc3c2=O)cc1,.,1.0%
O=C(/C=C/c1ccccc1)N(Cc1cccc(Cl)c1)C1CCS(=O)(=O)C1 (stereo unspecified),.,9.6%
Cc1cc(C(=O)NCc2cccnc2)no1,2,6.0%
CCN(CC)CCOc1nc(C)nc2c1oc1ccccc12,-3,-4.9%

# Additional results follow.
SMILES,Mtb RmlCD inh,GlmU inhibition
COc1ccc(-n2c(=O)c3ccccc3n(CC(=O)NC3CCCC3)c2=O)cc1,-1,-1.7%
CC(=O)N1CCN(c2ccc(NC(=S)NC(=O)COc3ccc(C(C)(C)C)cc3)cc2)CC1,-8,1.5%
CC(C)CN1C(=O)c2ccc(NC(=O)c3ccco3)cc2C1=O,-7,5.4%
C=C(C)CNC(=S)N/N=C/c1ccccc1OCC(=O)O,-6,-1.4%
CCCCn1c(NC(=O)c2ccccc2)c(C#N)c2nc3ccccc3nc21,.,-1.1%
OC(COc1ccc2ccccc2c1Cl)CN1CCOCC1 (stereo unspecified),.,1.3%
CC1CN(C(=O)CSc2nc(-c3ccccc3)cs2)CC(C)O1 (stereo unspecified),.,-3.7%
Cc1cc(/C=C(/C#N)c2nc3ccccc3[nH]2)c(C)n1-c1cc(C(=O)O)cc(C(=O)O)c1,-3,11%
COC(=O)c1ccc(NC(=O)[C@H](C)NC(N)=O)cc1,-7,4.5%
CN(CC(N)=O)S(=O)(=O)c1ccc(F)cc1,.,1.3%
CCOP(=O)(OCC)C(NC(=O)Nc1ccccc1)C(N)=O (stereo unspecified),7,-0.1%
S=C(c1ccc(Cl)cc1)N1CCOCC1,10,5.4%
Cc1ccc(-n2c(Cc3cccs3)nnc2SCC(=O)OC(C)C)cc1,.,6.5%
COC(=O)c1sccc1NC(=O)CSc1ccccc1N,-6,-5.1%
CCOC(=O)N1CCC2(CC1)C(C#N)=C(N)OC1=C2C(=O)CC(C)C1 (stereo unspecified),.,3.0%
C=CCNc1nc(Cl)ncc1F,-6,2.0%
CCOC(=O)N1CCC(N2C(=O)c3ccc(C(=O)NC4CCCCCC4)cc3C2=O)CC1,.,-1.7%
c1ccc(C2CC(c3cccs3)=NN2c2ccccc2)cc1 (stereo unspecified),.,-4.0%
O=c1c2c([nH]c3ccccc13)CCCCC2,2,5.9%
O=S(=O)(Nc1cccnc1)c1ccc(C2CCCCC2)cc1,6,0.9%
Nc1ccc(C2(c3ccc(N)cc3)C(=O)Nc3ccccc32)cc1,12,-0.1%
O=C(CSc1nnc(-c2ccccc2Br)o1)Nc1nncs1,.,-0.9%
Cc1cc(C)c(NC(=S)N(Cc2cccnc2)Cc2ccco2)c(C)c1,.,0.1%
CCNC(=O)N1CCCC(C(=O)c2ccc(OC)c(OC)c2)C1 (stereo unspecified),5,2.6%
COc1ccc(-n2c(CCc3ccccc3)nnc2SCC(=O)c2ccc(Cl)cc2)cc1,4,3.4%

# (further entries)
SMILES,Mtb RmlCD inh,GlmU inhibition
Cc1occc1C(=O)Nc1c(F)cc(F)cc1Br,-10,-6.4%
NC(=NCCc1c[nH]c2ccccc12)NS(=O)(=O)c1ccc(F)cc1,8,3.2%
O=C(O)c1ccccc1-c1ccccc1C(=O)Nc1cccc(Br)c1,-2,0.3%
COC(=O)c1sc(NC(=O)c2ccco2)nc1C,-7,9.8%
O=C(NCCc1csc(-c2cccnc2)n1)c1cccc2ccccc12,9,1.4%
O=C(COc1ccccc1C(=O)Nc1ccccc1)c1ccc(F)cc1,4,1.1%
COc1cc2c(cc1OC)C(c1ccccc1)=NCC2,2,-1.6%
Cc1noc(C)c1CCC(=O)N1CCCC(CCC(=O)NCc2ccc(F)c(F)c2)C1 (stereo unspecified),-5,1.3%
CNC(=O)CN1C(=O)c2ccccc2S1(=O)=O,-2,-1.5%
COc1cc(C(=O)Nc2ccc(S(=O)(=O)NC(C)C)cc2)cc(OC)c1OC,1,2.5%
O=C(Nc1nc(-c2cccnc2)cs1)c1ccc(S(=O)(=O)N2CCOCC2)cc1,.,-2.7%
CCc1nc(C)cc(N)c1OCc1ccccc1,.,-3.0%
Fc1ccc2c(c1)[C@H]1OCC[C@H]1[C@@H](c1ccco1)N2,-7,8.5%
Cc1cccc(NC(=O)C(c2cccc([N+](=O)[O-])c2)N2CCCCC2)c1 (stereo unspecified),-6,-6.7%
COc1ccc(C(C)NC(=O)c2ccc([N+](=O)[O-])cc2)cc1OC (stereo unspecified),-11,-3.3%
O=C(COc1ncnc2ccccc12)Nc1cccc(S(=O)(=O)N2CCOCC2)c1,9,1.4%
Cc1n[nH]c(C)c1CCNCc1ccc(OCC(O)CN2CCCCC2)cc1 (stereo unspecified),-5,4.2%
CCOC(=O)c1[nH]c(C)c(C(=O)N2CCC3(CC2)OCCO3)c1C,8,-0.3%
O=C1CCNc2ccc(-c3ccccc3)cc21,.,4.7%

# Some of the compounds tested; the hit share may differ from the screen's.
